# HIV peptide binding: inhibitors of HIV fusion peptide binding, primary screen, biochemical, uHTS, fluorescence dequenching (AID 1986) | cell-free peptide binding, fluorescence dequenching, 30 min; higher % means a stronger effect | one-dose inhibition, % at 20 µM; IC50 in µM for titrated hits | 290,000 tested, 0.3% active; in the data active means inhibition mostly above about 52%, no sharp cut-off; inactive means mostly below about 76%; further: some results filed as inactive read as strong as hits
# Myeloid diff 2: myeloid differentiation induction; ER-HoxA9 myeloid progenitors, lysozyme-GFP differentiation, flow cytometry; calls only at 10 µM; 360,000 tested, 1% active; AID 624256;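 active means normalized GFP-positive differentiation at or above the plate's own cutoff, the solvent-only control mean plus 3 SD; inconclusive means no clear call, values can overlap the other calls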;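 further: cells exposed to compound for four days before flow analysis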
# GPR35 arrestin U2OS: GPR35 antagonists blocking zaprinast-driven arrestin recruitment, primary screen, imaging, U2OS, beta-arrestin-GFP, zaprinast agonist (AID 2058); 290,000 tested, 0.052% active; U2OS GPR35 beta-arrestin-GFP translocation imaging, zaprinast antagonism; higher % means a stronger effect; inhibition, % at 10 µM, or IC50 in µM where a hit was titrated;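 active means inhibition of at least 50% with at least 30 cells and total cytoplasm GFP at most 10,000,000; inconclusive means under 30 cells or total GFP of 10,000,000 plus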
# GPR55 LPI antagonism: GPR55 antagonists blocking LPI-driven arrestin recruitment, primary screen, imaging, U2OS, beta-arrestin-GFP, LPI agonist (AID 2013). U2OS GPR55 beta-arrestin-GFP translocation imaging, LPI antagonism; higher % means a stronger effect. one-dose inhibition, % at 10 µM; IC50 in µM for titrated hits. 290,000 tested, 0.13% active;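 active means spots per cell inhibited over 60%, with over 100 cells counted and total cytoplasm intensity under 500,000; inconclusive means wells with under 100 cells, flagged as likely toxic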;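 further: U2OS cells stably carrying GPR55 and arrestin-GFP stimulated by 5 µM LPI near EC80; imaged beta-arrestin-GFP aggregate spots per cell after agonist stimulation; plate controls were LPI-stimulated DMSO wells for no effect and DMSO wells without LPI for full effect; some results filed as inactive read as strong as hits; confirmed hits need IC50 under 10 µM and bright autofluorescent wells are also inconclusive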
# LYP inhibition: PTPN22 lymphoid phosphatase activity blockers – biochemical, fluorescence intensity, uHTS (AID 1779) | recombinant LYP phosphatase, fluorescence intensity; higher % means a stronger effect | inhibition, % at 11.5 µM, or IC50 in µM where a hit was titrated | 290,000 tested, 0.054% active; in the data active means inhibition above about 50%;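 further: plate controls were vehicle with enzyme for no effect and no enzyme for full effect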
# Salmonella PhoP GFP: PhoP-dependent GFP reporter repression – Salmonella Typhimurium, primary screen (AID 1863) | S. Typhimurium PhoP-regulated promoter GFP reporter, 4 h; higher % means a stronger effect | inhibition, % at 50 µM, or IC50 in µM where a hit was titrated | 300,000 tested, 0.16% active;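 active means inhibition over 29.93%, a cutoff 3 SD above the screen mean, later confirmed by dose response; inconclusive means inhibition over 29.93% but no dose response follow-up; inactive means inhibition at most 29.93% or unconfirmed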;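 further: 0% = low Mg2+ inducing control and 100% = high Mg2+ repressing control; strong numbers were not always called active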
# NTR1 ag: NTR1-driven beta-arrestin-GFP spot formation – imaging, U2OS cells, high content, primary screen (AID 493036); agonist mode; activation, % at 20 µM; 330,000 tested, 0.17% active;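 active means activation at or above 40% of the spot to cytoplasm intensity ratio, with at least 20 cells analyzed; inconclusive means wells under 20 cells, flagged as cytotoxic or low count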;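 further: 0% = DMSO without peptide and 100% = 100 nM NTR1 peptide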
# Target sequence (P30989 whole entry, looked up): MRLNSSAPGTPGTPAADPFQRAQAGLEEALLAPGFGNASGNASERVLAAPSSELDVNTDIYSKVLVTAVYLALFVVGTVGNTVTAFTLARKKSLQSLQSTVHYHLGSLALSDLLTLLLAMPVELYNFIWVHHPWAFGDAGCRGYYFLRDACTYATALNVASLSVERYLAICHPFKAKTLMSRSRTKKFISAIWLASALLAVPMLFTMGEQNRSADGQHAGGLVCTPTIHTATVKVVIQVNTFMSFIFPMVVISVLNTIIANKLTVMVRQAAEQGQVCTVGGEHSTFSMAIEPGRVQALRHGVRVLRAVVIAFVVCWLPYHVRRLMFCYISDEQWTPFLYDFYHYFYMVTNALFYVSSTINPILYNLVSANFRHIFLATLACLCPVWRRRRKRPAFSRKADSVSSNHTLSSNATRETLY
# SIAH1 antagonists: blockers of Siah-1 interaction with plectin peptide – biochemical, fluorescence polarization, rhodamine-plectin, uHTS, primary screen (AID 1817); Siah-1 / rhodamine-plectin peptide fluorescence polarization; higher % means a stronger effect; one-dose displacement, % at 20 µM; IC50 in µM for titrated hits; 290,000 tested, 0.02% active;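 active means displacement of at least 50% at 20 µM, with a fluorescence ratio check between 0.3 and a set limit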;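 further: plate controls were Siah plus tracer with DMSO for no effect and tracer alone without Siah for full effect; strong numbers were not always called active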
# Rac1 GTP hydrolysis: MgcRacGAP GTPase-activating activity inhibitors, confirmation, biochemical, ADP Hunter fluorescence. MgcRacGAP-stimulated Rac1 GTP hydrolysis, ADP Hunter fluorescence; higher % means a stronger effect; GST-tagged Rac1 F28L mutant substrate. one-dose inhibition, % at 30 µM; IC50 in µM for titrated hits. 340,000 tested, 0.6% active. AID 624330;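 active means first-screen hits whose inhibition reached a set limit at any dose in the follow-up dose series; inconclusive means inhibition above the set first-screen limit but never retested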;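 further: fluorescence reports GDP produced by GAP-driven GTP hydrolysis; strong numbers were not always called active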
# NTR1 ag cell count 20 µM: recorded beside NTR1 ag, whose call it bears; cell count; measured here: cell count, cytotoxicity flag
# Myeloid diff 2 GFP+ MAC1+ %: second read-out of Myeloid diff 2, no call of its own (marks repeat the call); GFP+ MAC1+ double positive, %; measured here: differentiation confirmed by MAC1 staining
# Starred values were filed as active, the others as inactive; i = inactive; ? = inconclusive; nt = not tested or not shown.
SMILES,HIV peptide binding,Myeloid diff 2,Myeloid diff 2 GFP+ MAC1+ %,GPR35 arrestin U2OS,GPR55 LPI antagonism,LYP inhibition,Salmonella PhoP GFP,NTR1 ag,NTR1 ag cell count 20 µM,SIAH1 antagonists,Rac1 GTP hydrolysis
CCOc1ccc(C2C(C#N)=C(N)SC(N)=C2C#N)c(OCC)c1,25%,i,0.7,-13%,5%,-4%,-13%,-0.8,52,6%,-1%
CCCNc1c(NS(=O)(=O)c2ccc(OC)c(OC)c2)c(=O)oc2ccccc12,0.5%,i,2.9,-1%,1%,2%,-12%,-0.6,67,-2%,1%
Cc1ccc(S(=O)(=O)NC(=O)c2ccc(F)cc2)c(C)c1,2.3%,i,1.4,7%,4%,-10%,4%,1.5,58,14%,9%
Cc1cccc2c1c1ccc3c(c1n2C)C(=O)C=CC3=O,9.0%,i,0.3,4%,2%,-9%,-6%,nt,nt,-6%,40%
COc1cccc(C(=O)Nc2ccncc2)c1,2.5%,nt,nt,-2%,11%,-1%,0%,0.0,50,0%,nt
CC(C)(C)N(Cc1ccccc1)C(=O)COC(=O)CSc1ccc([N+](=O)[O-])cc1,nt,i,0.3,nt,nt,nt,0%,1.0,73,nt,-2%
CSc1nc2ccc(S(=O)(=O)N3CCCC3)cc2s1,-2.1%,i,6.8,-5%,-21%,-6%,-1%,1.4,64,1%,4%
COC(=O)c1cn(NC(=O)/C=C/c2ccc(OC)c(OC)c2)c(=O)c2ccccc12,6.2%,i,0.1,-5%,0%,6%,-7%,1.7,42,-1%,5%
Clc1cccc(Cl)c1-c1nnc2ccc(N3CCOCC3)nn12,-2.9%,i,9.0,24%,-9%,-4%,3%,-0.2,58,1%,4%
COc1cc(O)c(C(CC(=O)N2CCCC2)c2ccc3c(c2)OCO3)c(OC)c1 (centres undefined),0.2%,i,2.1,-13%,-6%,-15%,2%,-6.5,91,-2%,4%
CCOC(=O)c1csc(NC(=O)CSc2nnc(C3CC3)n2C)n1,1.1%,i,0.5,1%,14%,-7%,5%,0.1,108,0%,7%
O=C(NCc1cccnc1)C(=O)Nc1nc(-c2ccccc2)cs1,0.7%,i,0.4,-4%,0%,-6%,-11%,1.5,45,-5%,5%
COc1ccc(N2CCN(c3nccs3)CC2)cc1,-4.0%,i,1.3,0%,-2%,-7%,7%,0.8,48,-5%,15%
CCN(CC(=O)Nc1ccc(NC(C)=O)cc1)C(=O)c1cc(C)on1,nt,i,1.2,nt,nt,nt,-5%,0.2,55,nt,8%
COc1ccc(Nc2ncnc3ccc(Br)cc23)cc1OC,-1.3%,i,0.2,-10%,-13%,-5%,9%,-1.2,82,-8%,12%
CN(CCC#N)C(=O)COC(=O)/C=C/c1ccc2c(c1)OCO2,-1.0%,i,0.9,11%,-7%,0%,-1%,-1.1,34,-5%,5%
COCCn1c(=O)sc2ccccc2c1=O,-1.1%,i,0.2,6%,13%,0%,9%,-0.4,96,6%,3%
c1ccc2c(-c3nc(C4CCCCC4)no3)cc(-c3ccncc3)nc2c1,-1.5%,i,0.4,0%,5%,0%,8%,19,73,-3%,3%
COc1ccccc1-n1c(SCC(N)=O)nnc1-c1ccccc1,-1.3%,i,1.0,-5%,-8%,-8%,-6%,0.0,64,-2%,8%
CCCCn1c(N)c(N(CCOC)C(=O)C2CCN(S(=O)(=O)c3ccc(C)cc3C)CC2)c(=O)[nH]c1=O,nt,i,0.8,nt,nt,nt,-9%,0.4,56,nt,-1%
O=C(/C=C\Nc1cccc(F)c1)c1cccs1,-2.4%,i,0.5,-5%,11%,-1%,1%,4.4,59,8%,-18%
Cc1cccc(-n2c(C)cc(C=C(C#N)C#N)c2C)c1,-0.1%,i,1.4,-2%,2%,-2%,4%,-2.2,34,2%,6%
COC(=O)c1cc(N2CCNCC2)nc2ccccc12,6.8%,i,0.0,-6%,-12%,-10%,-8%,4.2,42,1%,13%
COc1cc(-c2nnc(COC(=O)C3c4ccccc4Oc4ccccc43)o2)cc(OC)c1OC,1.0%,i,0.9,9%,2%,-3%,-4%,9.5,86,10%,-3%
Cc1nn(C(C)C(=O)Nc2sc3c(c2C#N)CCCC3)c(C)c1[N+](=O)[O-] (centres undefined),1.5%,i,5.6,14%,24%,-3%,-1%,8.0,59,0%,7%
# Going on with the list:
SMILES,HIV peptide binding,Myeloid diff 2,Myeloid diff 2 GFP+ MAC1+ %,GPR35 arrestin U2OS,GPR55 LPI antagonism,LYP inhibition,Salmonella PhoP GFP,NTR1 ag,NTR1 ag cell count 20 µM,SIAH1 antagonists,Rac1 GTP hydrolysis
CCCCN(CC)C(=O)c1ccc2c(c1)OCO2,-1.2%,i,0.5,3%,2%,-10%,21%,1.1,63,3%,3%
C/C(=N\Nc1nc2ccccc2[nH]1)c1ccc(C)o1,-1.7%,i,0.7,8%,-6%,-3%,9%,0.8,47,5%,69µM*
Cc1ccc2nc(-c3ccc(N)cc3)sc2c1,-1.2%,i,0.3,-19%,1%,-47%,-10%,5.3,48,9%,nt
NS(=O)(=O)c1ccc(CCNC(=O)COc2ccc3c4c(c(=O)oc3c2)CCC4)cc1,-0.2%,i,3.3,22%,-4%,-11%,7%,1.5,61,6%,-3%
N#CC1=C(N)OC2=C(C(=O)CCC2)C1c1cc2c(cc1Cl)OCO2 (centres undefined),-0.1%,i,0.1,4%,-7%,-5%,2%,-1.1,63,-3%,10%
COc1ccc(OC)c(N(CC(=O)NC2CCCC2)S(=O)(=O)c2ccc(OC)c(OC)c2)c1,-1.9%,i,0.3,-8%,8%,-6%,8%,-0.6,52,0%,-4%
CC(=O)NCc1ccc(S(=O)(=O)N/N=C/c2ccccc2)cc1,3.1%,i,0.4,3%,6%,-2%,6%,-2.0,68,6%,2%
Cc1cc(C)c2nc(NNC(=O)c3cc(=O)c4ccccc4o3)sc2c1,43%,i,1.2,-2%,12%,0%,-9%,0.6,91,-8%,11%
Cc1cccc(C)c1N(CC(O)Cn1c2ccccc2c2ccccc21)S(C)(=O)=O (centres undefined),-0.9%,i,7.7,-5%,0%,-2%,1%,24,66,2%,-5%
NC(=O)C1CCCN(S(=O)(=O)c2ccccc2)C1 (centres undefined),0.4%,i,6.5,12%,8%,2%,7%,-0.5,59,1%,-1%
COC(=O)c1ccc(Nc2cc(C)nc3nc(C)nn23)cc1,1.8%,i,2.3,-6%,-3%,-2%,-2%,-3.6,67,-6%,4%
COc1ccc(CNC(=O)CSc2nc3ccc(OC)cc3[nH]2)cc1,0.0%,i,1.0,-5%,-8%,-8%,5%,0.4,73,5%,9%
COc1cccc(NC(=O)Cc2nc(-c3ccccc3)sc2-c2ccc(C)cc2)c1,1.7%,i,0.4,2%,8%,3%,2%,-2.0,73,1%,8%
CCN(CC)C(=O)Oc1ccc(Br)cc1C(=O)Nc1ccc(F)cc1F,-1.5%,i,0.7,-6%,10%,-7%,-3%,-0.5,52,-3%,11%
CC(C)(C)c1ccc(C(=O)NCc2nnc(SCC(=O)NCc3ccco3)o2)cc1,1.4%,i,2.1,4%,4%,-10%,-2%,0.0,71,18%,4%
COc1ccc(OCc2cc(C(=O)N3CCN(CC(=O)N(C)C)CC3)no2)c(Cl)c1,0.9%,i,1.4,9%,2%,-1%,-5%,-0.2,50,-2%,-3%
CCCc1nn(C(=O)c2ccccc2)c2c1C(=O)CC(C)(C)C2,1.9%,i,14,2%,-5%,-7%,-8%,0.2,37,1%,-1%
O=C(CSc1ncccn1)NC(=O)NCc1ccccc1,1.6%,i,1.0,-8%,3%,-1%,-1%,0.7,70,4%,3%
COc1ccc(C)cc1S(=O)(=O)NC(C)c1cnn(-c2ccccn2)c1C (centres undefined),0.0%,i,5.1,-8%,-4%,-4%,-3%,0.4,59,6%,12%
Cn1nc(-c2ccc(C(=O)NC3CCCCC3)cc2)c2ccccc2c1=O,-0.3%,i,0.3,-6%,-4%,1%,1%,0.1,45,1%,5%
CCCN1CCC(=O)N(CCO)CC1,-0.6%,i,1.7,4%,4%,-16%,nt,-1.7,85,-6%,8%
CCN1CCN(C(=O)C2CCCN(c3ncnc4c3nc3n4CCCCC3)C2)CC1 (centres undefined),-0.5%,?,nt,-3%,-17%,-8%,-3%,0.2,62,-6%,-8%
CN(C)CCN(C(=O)C1=COCCO1)c1nc2ccc(F)cc2s1,-0.9%,i,0.5,12%,-16%,-8%,6%,1.0,49,1%,3%
CCOC(=O)C1CCN(C(=O)COc2ccc(Br)cc2)CC1,-1.4%,i,0.7,-7%,6%,-4%,-1%,4.6,70,9%,5%
Fc1ccc(C(c2nnnn2C2CCCC2)N2CCc3ccccc32)cc1 (centres undefined),-0.2%,i,2.1,-4%,11%,9%,5%,0.6,88,0%,6%
# More structures:
SMILES,HIV peptide binding,Myeloid diff 2,Myeloid diff 2 GFP+ MAC1+ %,GPR35 arrestin U2OS,GPR55 LPI antagonism,LYP inhibition,Salmonella PhoP GFP,NTR1 ag,NTR1 ag cell count 20 µM,SIAH1 antagonists,Rac1 GTP hydrolysis
Cc1sc(NC(=O)c2ccccc2F)c(CN2CCCCC2)c1C,2.5%,i,0.4,-9%,8%,7%,5%,2.1,73,-8%,-1%
COc1ccc(OC)c(-c2cc(C(=O)NCc3ccc(Cl)cc3)no2)c1,4.4%,i,0.5,-5%,3%,-6%,-7%,5.2,72,2%,1%
CC1CCCC(C)N1CCCNC(=O)c1csc2c1CCCCC2 (centres undefined),-0.2%,i,1.6,6%,-4%,-7%,8%,0.1,65,-3%,-22%
Cc1ccc(Oc2ccc(NC(=O)CCC(=O)OCC(=O)c3cccs3)cc2)cc1C,-1.7%,i,0.6,14%,19%,-4%,-3%,-0.1,76,2%,5%
CN(C)c1ccc(N=Cc2nc(-c3ccccc3)oc2O)cc1,84%*,i,0.7,7%,11%,16%,-1%,-1.5,67,14%,20%
COc1ccccc1NC(=O)CN1CCOCC1,1.5%,i,0.2,-1%,2%,-12%,-6%,0.3,48,5%,8%
Cc1ccc(/C=N/n2c(C)nnc2C)o1,0.1%,i,0.8,?,-15%,-8%,-7%,-1.1,104,0%,10%
COC(=O)CCN(C(=O)c1ccc(OC(C)=O)cc1)c1ccccn1,4.1%,i,1.6,14%,-6%,-6%,-2%,-1.4,94,2%,3%
COc1ccc(CN2C(=O)C(=O)N(CC(N)=O)C2=O)cc1,0.5%,i,0.4,-6%,-1%,-7%,-4%,1.3,59,-2%,10%
